NOD1 inhibition: NOD1 signaling inhibitors, primary screen, cell-based, luminescence, uHTS (AID 1578); NOD1-driven NF-kB luciferase reporter cells, luminescence; higher % means a stronger effect; one-dose inhibition, % at 4 µM; EC50 in µM for titrated hits; actives 1% (n = 290,000); in the data active means inhibition mostly above about 36%, no sharp cut-off; inactive means mostly below about 34%;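 further: HEK-293T reporter cells stimulated with the NOD1 agonist gamma-tri-DAP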
Siah-1 displacement: Siah-1 peptide-binding antagonists, primary screen, biochemical, fluorescence polarization, rhodamine-plectin, uHTS (AID 1817) | E3 ubiquitin-protein ligase SIAH1 (Homo sapiens) | Siah-1 / rhodamine-plectin peptide fluorescence polarization; higher % means a stronger effect | one-dose displacement, % at 20 µM; IC50 in µM for titrated hits | actives 0.02% (n = 290,000);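 active means displacement of at least 50% at 20 µM, with a fluorescence ratio check between 0.3 and a set limit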;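 further: plate controls were Siah plus tracer with DMSO for no effect and tracer alone without Siah for full effect; strong numbers were not always called active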
AID2073: inhibitors of Mint1-CaV2.2 protein interaction, biochemical, HTRF (AID 2073) | actives 0.19% (n = 290,000) | HTRF protein-protein interaction, Mint1-CaV2.2; higher % means a stronger effect | inhibition, % at 20 µM, or IC50 in µM where a hit was titrated; in the data active means inhibition mostly above about 51%, no sharp cut-off; further: some results filed as inactive read as strong as hits
KOR beta-arrestin-1: KOR agonists, beta-arrestin recruitment, primary screen, cell-based, luminescence, uHTS (AID 1777); one-dose activation, % at 10 µM; EC50 in µM for titrated hits; actives 0.02% (n = 280,000); Kappa-type opioid receptor (Homo sapiens); KOR beta-arrestin recruitment, luminescence; higher % means a stronger effect; in the data active means activation above about 50%, passing the limit was not always enough; further: a part of the inactive calls stands beside numbers as strong as those of hits
GPR55 LPI antagonism: GPR55 antagonists blocking LPI-driven arrestin recruitment, primary screen, imaging, U2OS, beta-arrestin-GFP, LPI agonist (AID 2013). U2OS GPR55 beta-arrestin-GFP translocation imaging, LPI antagonism; higher % means a stronger effect. one-dose inhibition, % at 10 µM; IC50 in µM for titrated hits. actives 0.13% (n = 290,000);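 active means spots per cell inhibited over 60%, with over 100 cells counted and total cytoplasm intensity under 500,000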;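 further: U2OS cells stably carrying GPR55 and arrestin-GFP stimulated by 5 µM LPI near EC80; imaged beta-arrestin-GFP aggregate spots per cell after agonist stimulation; plate controls were LPI-stimulated DMSO wells for no effect and DMSO wells without LPI for full effect; some results filed as inactive read as strong as hits; confirmed hits need IC50 under 10 µM and bright autofluorescent wells are also inconclusive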
GPR35 antagonists: GPR35 antagonists blocking zaprinast-driven arrestin recruitment, primary screen, imaging, U2OS, beta-arrestin-GFP, zaprinast agonist (AID 2058); G-protein coupled receptor 35 (Homo sapiens); U2OS GPR35 beta-arrestin-GFP translocation imaging, zaprinast antagonism; higher % means a stronger effect; inhibition, % at 10 µM; hits with a dose series show IC50 in µM; actives 0.052% (n = 290,000);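 active means inhibition of at least 50% with at least 30 cells and total cytoplasm GFP at most 10,000,000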
KOR beta-arrestin-2: KOR antagonists, beta-arrestin recruitment, cell-based, luminescence, uHTS (AID 1778); KOR beta-arrestin recruitment, luminescence, antagonist mode; higher % means a stronger effect; one-dose inhibition, % at 10 µM; IC50 in µM for titrated hits; actives 0.091% (n = 290,000); in the data active means inhibition above about 50%; further: strong numbers were not always called active
GPR55 beta-arrestin: GPR55 agonists via beta-arrestin recruitment, primary screen, imaging, U2OS cells, beta-arrestin-GFP redistribution (AID 1961). actives 0.048% (n = 290,000). G-protein coupled receptor 55 (Homo sapiens). one-dose activation, % at 10 µM; EC50 in µM for titrated hits. U2OS GPR55 beta-arrestin-GFP redistribution imaging; higher % means a stronger effect;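 active means activation above 40% with more than 50 cells counted in the well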;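 further: U2OS osteosarcoma cells stably expressing GPR55 and beta-arrestin-GFP; plate controls were DMSO negative control for no effect and LPI positive control for full effect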
HIV fusion peptide: inhibitors of HIV fusion peptide binding, primary screen, biochemical, uHTS, fluorescence dequenching (AID 1986) | cell-free peptide binding, fluorescence dequenching, 30 min; higher % means a stronger effect | inhibition, % at 20 µM, or IC50 in µM where a hit was titrated | actives 0.3% (n = 290,000); in the data active means inhibition mostly above about 52%, no sharp cut-off; inactive means mostly below about 76%; further: some results filed as inactive read as strong as hits
* hit, by the source's call; · = no result given; [ ] = another dose, or the depositor's remark. Some of the compounds tested. The share of hits here may be higher or lower than overall.

NOD1 inhibition	Siah-1 displacement	AID2073	canonical_smiles	KOR beta-arrestin-1	GPR55 LPI antagonism	GPR35 antagonists	KOR beta-arrestin-2	GPR55 beta-arrestin	HIV fusion peptide
-20%	8%	18%	CCOC(=O)c1cnc2c(-c3ccccc3OC)c(C)nn2c1C	·	4%	14%	-18%[20 µM]	0.6%	1.8%
-21%	3%	-42%	O=C(CCn1c(=S)[nH]c2ccccc2c1=O)NCCCN1CCOCC1	-1.9%	7%	5%	-10%	0.0%	1.2%
39%	4%	30%	O=C(c1cc2nc(-c3ccccc3)cc(-c3ccccc3)n2n1)N1CCN(C(=O)c2ccco2)CC1	3.9%	17%	-15%	7%	0.2%	-1.4%
0%	4%	-12%	CCCCNC(=S)Nc1ccc(Cl)cc1	7.0%	-1%	-14%	-26%	0.1%	2.5%
-4%	0%	7%	COc1ccc(Cc2nnc(NC(=O)C3CCN(C(=O)c4ccco4)CC3)s2)cc1	2.2%	0%	9%	-8%	-0.1%	-1.2%
-9%	-1%	1%	CC(NC(=O)Cc1ccccc1)c1ccc(F)cc1 (configuration not stated)	-4.1%	-4%	-5%	-3%	-0.2%	-1.7%
-14%	-1%	1%	Cc1[nH]c(=O)c(C#N)c(C)c1CCC(=O)Nc1cc(S(C)(=O)=O)ccc1Cl	-0.4%	10%	4%	12%	0.2%	-3.0%
34%	8%	17%	c1ccc(-n2nnnc2SCc2cccc(CSc3nnnn3-c3ccccc3)n2)cc1	-0.6%	-4%	-9%	-8%	-0.3%	3.3%
-19%	-1%	-3%	COc1cc(/C=N/n2cnnc2)ccc1OCc1ccc(C)cc1	5.5%	-9%	-4%	-29%	0.2%	-1.5%
20%	-3%	-2%	CCCCNC(=O)CSc1nccn1Cc1ccccc1	6.1%	-3%	2%	-49%	0.0%	-3.1%
-51%	0%	-2%	O=C(NCCc1c[nH]c2ccccc12)c1cnc2sccn2c1=O	-6.8%	-9%	8%	-12%	-0.1%	0.5%
-30%	-3%	5%	CNc1nc(-c2ccc3c(c2)CCN3C(=O)CC(C)(C)C)c(C)s1	·	2%	18%	1%[20 µM]	0.3%	2.5%
19%	2%	-3%	Cc1ccc(-c2cc(C(F)(F)F)nn2-c2ccc(S(N)(=O)=O)cc2)cc1	-0.1%	-22%	-15%	28%[20 µM]	-0.1%	0.1%
22%	-6%	-5%	Cc1cc(C(=O)COC(=O)C2=NNC(=O)CC2)c(C)n1-c1ccccc1	2.7%	9%	-5%	-3%	-0.1%	-1.7%
-13%	4%	3%	CCOc1ccccc1C1N(c2ccc(OC)cc2)C(=O)C2CCCN21 (configuration not stated)	-2.8%	21%	-9%	23%	-0.1%	0.9%
-37%	1%	-16%	CC(NCc1cccs1)C(=O)NC1CCCCC1 (configuration not stated)	1.9%	-8%	-13%	-10%	-0.4%	-0.3%
-33%	-2%	-8%	O=C(Nc1ccccc1N1CCN(C(=O)c2ccccc2)CC1)c1ccc(Cl)cc1	-6.8%	7%	7%	-10%	1.2%	-0.3%
-11%	15%	-1%	COC(=O)c1cn(CC(=O)Nc2ccc(OC)cc2)c2ccccc12	-5.3%	-14%	-8%	-14%[20 µM]	1.6%	-0.2%
-6%	-1%	-1%	O=C(Nc1ccccc1N1CCCCC1)c1ccc(Cl)c([N+](=O)[O-])c1	4.9%	6%	15%	-53%	0.6%	-1.6%
-61%	0%	-1%	Cc1nc(SCc2ccc(OCCC(C)C)cc2)n[nH]1	5.2%	-9%	-5%	-27%	-0.1%	0.6%
6%	-6%	-4%	CC(NC(=O)CCCc1ccccc1)c1ccncc1 (configuration not stated)	-0.2%	-8%	14%	4%[20 µM]	-0.2%	0.9%
-55%	0%	-6%	Cc1cccc(-n2c(-c3csc4ccccc34)n[nH]c2=S)c1	-1.9%	1%	10%	-3%	0.2%	2.8%
-16%	0%	-3%	CN(C)S(=O)(=O)N1CCN(CC(=O)Nc2ccc(F)cc2)CC1	-4.8%	-20%	1%	1%[20 µM]	-0.1%	-0.7%
23%	1%	6%	CCOC(=O)C1=C(c2ccccc2)OC(N)=C(C#N)C1C(C)C (configuration not stated)	4.8%	5%	-1%	-15%	-0.2%	1.9%
0%	-2%	18%	COC(=O)c1scc(C)c1NC(=O)CC1NCCNC1=O (configuration not stated)	6.0%	8%	4%	4%	0.3%	-2.1%
3%	1%	10%	O=C(COC(=O)c1ccc(Cl)c([N+](=O)[O-])c1)NC1CCCC1	-1.2%	3%	-2%	0%	0.0%	0.5%
7%	-4%	6%	COc1ccc(CN2CCN(C(C)C(=O)N(C)Cc3cccc(F)c3)CC2)cc1OC (configuration not stated)	-1.6%	5%	-6%	34%	0.0%	-2.7%
-10%	5%	1%	CC1CN(CC(=O)Nc2ccc(S(N)(=O)=O)cc2)CC(C)O1 (configuration not stated)	-3.6%	10%	0%	-8%	0.0%	0.2%
-15%	12%	0%	CCOc1ccccc1N(CC(=O)N1CCc2ccccc2C1)S(C)(=O)=O	-1.6%	-15%	-4%	-32%[20 µM]	0.0%	-0.1%
-26%	0%	-5%	C[C@H](NC(=O)C1CCN(S(=O)(=O)c2ccccc2)CC1)C(=O)NCc1ccc(F)cc1	-1.3%	3%	-15%	1%	0.3%	-0.2%
11%	-5%	-1%	CCOC(=O)COc1nc(-c2ccccc2)cc(-c2ccco2)c1C#N	3.4%	-18%	-3%	7%	-0.2%	-0.3%
-7%	-2%	8%	CC1(C)OC(=O)N(NCc2ccccc2)C1(C)O (configuration not stated)	-2.7%	3%	0%	0%	0.6%	0.6%
-13%	-1%	-5%	O=C(NCc1ccccc1)C(=O)NCC1COc2ccccc2O1 (configuration not stated)	-2.6%	-10%	-14%	-6%	0.9%	-1.8%
-12%	-3%	11%	C=CCCC(=O)Nc1nc(C)c(-c2csc(Nc3cc(Cl)ccc3OC)n2)s1	1.1%	-3%	-8%	-51%	-0.1%	2.2%
-20%	0%	1%	CCOC(=O)c1c(C)nc(C)c(C(=O)OCC)c1-c1cccc(N)c1	-2.9%	9%	18%	-7%[20 µM]	-0.1%	-0.5%
-93%	6%	9%	COc1ccc(C(=O)N/N=C(\C)c2cccc(NC(=O)c3ccc(F)cc3)c2)c(OC)c1	0.2%	0%	-6%	-21%	-0.2%	-0.8%
13%	-6%	5%	C/C(CC1(O)C(=O)N(Cc2ccccc2)c2ccccc21)=N\O (configuration not stated)	-3.3%	-4%	0%	-22%	0.0%	-2.0%
-12%	3%	-5%	COC(=O)c1ccc(/C=N/NC(=S)NC(C)C)cc1	0.6%	4%	-3%	3%	0.0%	-0.7%
-12%	-2%	-12%	Cc1cc(F)c(F)cc1C(=O)N1CCCC1	·	-11%	19%	-28%[20 µM]	-0.1%	-1.2%
-7%	4%	4%	COc1ccc(C(O)Cn2cc([N+](=O)[O-])nc2C)cc1 (configuration not stated)	5.3%	-5%	-6%	-10%	0.4%	-0.6%
-39%	1%	5%	COc1cc(CNc2ccc(N3CCOCC3)cc2)cc(Br)c1OC	-1.8%	10%	-8%	-23%	0.1%	0.3%
29%	-4%	-10%	CCN=C1SC(C(=O)Nc2cccc(Cl)c2)CC(=O)N1CC (configuration not stated)	0.9%	-2%	-14%	-41%	0.0%	-1.2%
-15%	7%	-1%	Nc1nc(-c2ccccc2)c(-c2ccccc2)o1	-0.3%	-1%	8%	-14%	0.7%	0.6%
0%	19%	60%	Cc1cccc(OCC(=O)N/N=C/C=C/c2ccco2)c1	-1.5%	-3%	4%	-15%	-0.1%	70%
-4%	-2%	4%	CCc1c(O)cc2n(c1=O)-c1ccc(Cl)cc1C2(C)C	-2.2%	-4%	2%	-11%	-0.3%	-0.2%
-9%	5%	4%	CN1CCCCCC1=NC1=C(C#N)CCCC1	-0.5%	6%	4%	-3%	0.1%	0.6%
-10%	15%	0%	O=C(Nc1ccc(C(=O)N2CCCC2)cc1)c1cccc(C(F)(F)F)c1	6.4%	10%	0%	-17%	-0.1%	1.1%
-14%	6%	1%	Cc1cc(C)nc(N2CCN(c3ccc(F)cc3)CC2)n1	-5.4%	8%	-1%	-27%[20 µM]	0.3%	0.6%
-27%	2%	-11%	CC(=O)Nc1sc2c(c1C#N)CCC(C)C2 (configuration not stated)	-4.2%	-12%	16%	-28%[20 µM]	-0.1%	-0.7%
-10%	-1%	-8%	CCC(Oc1ccccc1)C(=O)Nc1ccccc1N1CCCC1 (configuration not stated)	-1.2%	4%	-2%	-6%	-0.1%	-1.4%
-16%	-5%	19%	CC(C)(C)OC(=O)N1CCC(NC(=O)c2[nH]cnc2C(=O)N[C@@H](Cc2ccccc2)C(=O)OCc2ccccc2)CC1	7.0%	42%	-7%	-14%	0.6%	1.0%
·	0%	19%	CCOCC(=O)Nc1c(C(=O)Nc2ccccc2OC)oc2ccccc12	2.4%	-5%	-10%	-29%	-0.1%	-3.6%
-4%	20%	-1%	Cc1cc(C)cc(NC(=O)C2CCCN2S(=O)(=O)c2ccc3c(c2)C(C)(C)C(=O)N3C)c1 (configuration not stated)	-0.2%	-2%	8%	1%[20 µM]	-0.3%	-0.4%
-11%	8%	-4%	Cc1cc(C(=O)Nc2c(C)n(C)n(-c3ccccc3)c2=O)c(C)o1	-2.0%	18%	-4%	51%	0.2%	-0.7%
-20%	4%	0%	CCCCOC(=O)C1=C(C)Nc2ncnn2C1c1ccc(OCC)c(OC)c1 (configuration not stated)	3.5%	18%	8%	11%	0.3%	-2.4%

Sorted by the number under KOR beta-arrestin-1 (lowest first): some entries from above
structure,KOR beta-arrestin-1
COC(=O)c1ccc(/C=N/NC(=S)NC(C)C)cc1,0.6%
C=CCCC(=O)Nc1nc(C)c(-c2csc(Nc3cc(Cl)ccc3OC)n2)s1,1.1%
CC(C)(C)OC(=O)N1CCC(NC(=O)c2[nH]cnc2C(=O)N[C@@H](Cc2ccccc2)C(=O)OCc2ccccc2)CC1,7.0%

Screens as filed in PubChem.
